Source: PubChem
MrgX1 agonist: agonists of human MrgX1 receptor; MrgX1-HEK293 cells, Fluo-4 calcium fluorescence, agonist mode; stronger effect = higher value; B-score at 10 µM; 310,000 tested, 0.44% active; Q96LB2;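 active = calcium response B-score plate-corrected fluorescence ratio at least 3 library SD, with starting fluorescence B-score inside 5 SD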
Target sequence (Q96LB2 whole entry, looked up): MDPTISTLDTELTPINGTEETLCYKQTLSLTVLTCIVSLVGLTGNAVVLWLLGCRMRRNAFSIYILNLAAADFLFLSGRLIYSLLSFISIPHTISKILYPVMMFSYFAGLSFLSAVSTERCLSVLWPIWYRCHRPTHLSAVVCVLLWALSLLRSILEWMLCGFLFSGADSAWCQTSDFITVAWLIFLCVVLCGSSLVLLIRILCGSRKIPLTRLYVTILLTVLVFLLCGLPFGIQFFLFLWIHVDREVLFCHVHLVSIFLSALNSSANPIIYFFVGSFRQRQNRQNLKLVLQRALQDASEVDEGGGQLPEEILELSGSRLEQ
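Material: MrgX1-expressing HEK293 cells / Dosing: compound as first of three additions / Incubation: overnight seeding, then 1 h dark dye loading / Signal: Fluo-4 NW calcium fluorescence / Evaluation: B-scored fluorescence response ratio / Benchmarks: positive and negative control wells on each plate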
KCNQ1 inh: inhibitors of human KCNQ1 potassium channel; P51787; CHO-K1 KCNQ1, FluxOR thallium flux fluorescence; stronger effect = higher value; B-score at 10 µM; 310,000 tested, 1.3% active;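 active = compounds whose thallium flux B-score, printed positive for inhibition, exceeds three library SD while starting fluorescence stays within three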;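 also: channel opened by potassium depolarization with thallium stimulus after 20 min compound exposure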
Target sequence (P51787 whole entry, looked up): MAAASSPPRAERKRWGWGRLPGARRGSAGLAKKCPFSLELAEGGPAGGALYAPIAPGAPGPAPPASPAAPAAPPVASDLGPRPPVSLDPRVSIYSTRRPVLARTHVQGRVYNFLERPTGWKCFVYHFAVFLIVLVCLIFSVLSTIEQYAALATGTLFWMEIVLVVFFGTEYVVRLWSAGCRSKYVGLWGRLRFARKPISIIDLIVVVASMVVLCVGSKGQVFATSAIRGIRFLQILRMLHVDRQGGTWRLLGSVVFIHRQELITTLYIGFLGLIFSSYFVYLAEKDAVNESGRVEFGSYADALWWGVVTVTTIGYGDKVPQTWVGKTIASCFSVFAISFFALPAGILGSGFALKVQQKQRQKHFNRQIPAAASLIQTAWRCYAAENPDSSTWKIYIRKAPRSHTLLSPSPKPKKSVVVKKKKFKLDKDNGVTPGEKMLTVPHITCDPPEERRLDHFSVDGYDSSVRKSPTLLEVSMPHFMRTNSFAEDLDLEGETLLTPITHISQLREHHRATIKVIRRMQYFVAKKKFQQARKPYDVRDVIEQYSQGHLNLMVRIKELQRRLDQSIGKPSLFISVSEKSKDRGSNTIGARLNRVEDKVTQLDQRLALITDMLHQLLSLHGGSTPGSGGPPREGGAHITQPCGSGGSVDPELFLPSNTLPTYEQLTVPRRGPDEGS
MrgX1 PAM: human MrgX1 positive allosteric modulation, primary screen | AID 588675 | Q96LB2 | 310,000 tested, 0.63% active | B-score at 10 µM | MrgX1-HEK293, Fluo-4 calcium flux, FDSS; stronger effect = higher value;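 active = plate-corrected calcium response at least 3 library SD above typical, normal starting fluorescence, not activating the receptor alone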;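 also: compound read alongside a low EC10 to EC30 dose of BAM8-22 agonist; peak minus trough fluorescence over baseline measured at the second addition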
RGS4 act: RGS4 potentiation or activation; HEK293 M3R/inducible RGS4, carbachol calcium flux Fluo4; stronger effect = lower value; B-score at 10 µM; 310,000 tested, 0.92% active; AID 463111;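 active = B-score of the integrated calcium signal more than 4 SD below the library mean, with starting fluorescence not abnormally high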;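 also: negative B-score means reduced calcium response which marks RGS4 activation or potentiation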
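Also added: carbachol at ECmax as muscarinic agonist stimulus; Assay system: HEK293 cells with stable M3R and inducible RGS4; Timing: overnight RGS4 induction, 30 min dye load 37 °C, 20 min compound RT; Measured by: Fluo4-AM (2 µM) calcium-flux fluorescence, kinetic read.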
KCNK9 inh: human KCNK9 channel inhibition; Q9NPC2; HEK293 KCNK9, FluxOR thallium flux fluorescence; stronger effect = lower value; B-score at 10 µM; 310,000 tested, 1.2% active;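 active = ratio B-score over 3 SD below the library mean, with starting fluorescence within 5 SD of its mean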;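 also: negative B-score means less thallium flux so channel inhibition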
KCNQ1 act: human KCNQ1 channel potentiation or activation; P51787; CHO-K1 KCNQ1, thallium flux FluxOR fluorescence; stronger effect = higher value; 310,000 tested, 0.35% active; B-score at 10 µM;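 active = fluorescence ratio B-score, a plate-corrected score, at least three library SD, with initial intensity B-score within 5 SD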
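Test system: CHO-K1 cells stably expressing KCNQ1 / Medium: assay buffer / Also added: depolarizing K+/Tl+ stimulus, K2SO4 and Tl2SO4 each 12.5 mM in 5x stock / Incubation: 90 min dye loading and 20 min compound exposure, both at room temperature / Signal: thallium influx via FluxOR fluorescence, kinetic imaging / Evaluation: B score of baseline-normalized fluorescence ratio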
TMEM16A inh: mouse TMEM16A channel inhibition, primary screen. Q8BHY3. HEK293 TMEM16A/YFP iodide influx fluorescence, ionomycin. normalized B-score (activity score, 25-100; higher = stronger inhibition) at 10 µM. 310,000 tested, 1.2% active;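 active = ratio plate-corrected score three or more library SD toward inhibition, starting fluorescence score within five deviations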;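 also: score derived from kinetic fluorescence span divided by baseline fluorescence per well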
hERG rescue: compounds protecting human hERG from proarrhythmic drug block; Q12809; CHO-hERG, FluxOR thallium flux, dofetilide IC70 present; activation (rescue from dofetilide block), less the hit threshold, % at 10 µM; 310,000 tested, 0.51% active;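 active = activation above the mean of controls blocked by dofetilide plus 5 SD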;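 also: thallium influx through hERG after potassium depolarization seen as dye fluorescence rise; in these data hits start at about 4.7%; inactives centre near -7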
RGS4 block: inhibitors of human RGS4; HEK293 M3R/RGS4 inducible, Fluo-4 calcium flux; stronger effect = higher value; triggered by carbachol at its EC20; 310,000 tested, 0.45% active; B-score at 10 µM; P49798;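 active = B-score, a plate-corrected calcium signal, over three deviations above library mean, with baseline fluorescence within five deviations of library mean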;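 also: RGS4 expression induced by doxycycline in cells with stable M3 receptor; B-score is computed from the integrated fluorescence ratio over baseline after carbachol; higher B-score means a larger calcium signal and so more RGS4 inhibition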
TMEM16A act: activators or potentiators of mouse TMEM16A chloride channel; Q8BHY3; 340,000 tested, 0.3% active; HEK293 TMEM16A/YFP-H148Q/I152L, iodide quench fluorescence; stronger effect = lower value; B-score at 10 µM;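 active = fluorescence-ratio B-score plate-corrected deviation score at least 3 library SD below zero, with starting fluorescence score within 5 deviations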;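 also: channel opened by trigger with iodide after compound preincubation; score built on the fluorescence ratio of max minus min over baseline; more negative score means more quench and so TMEM16A activation or potentiation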
KCNK3 block: human KCNK3 channel inhibition, primary screen; CHO-KCNK3 thallium flux, FluxOR fluorescence; stronger effect = lower value; O14649; 340,000 tested, 0.84% active; AID 602410; B-score at 10 µM;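 active = B-score under library mean minus 4 SD, starting fluorescence ratio at most library mean plus 5 SD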;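 also: more negative B-score means stronger inhibition of thallium flux through KCNK3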
An asterisk follows results filed as active; i = inactive; . = not tested or not shown.

Each structure is followed by: MrgX1 agonist	KCNQ1 inh	MrgX1 PAM	RGS4 act	KCNK9 inh	KCNQ1 act	TMEM16A inh	hERG rescue	RGS4 block	TMEM16A act	KCNK3 block
#1 Cc1[nH]n(-c2ccccc2)c(=O)c1C(=O)c1ccc(Cl)cc1
  37*	i	i	i	i	i	i	-9	i	i	i
#2 O=C1CC(c2ccc(F)c(Br)c2)C2=C(CCCC2=O)N1 (centres undefined)
  i	i	i	i	i	i	i	-4	i	i	i
#3 COc1ccc(CNC(=O)c2ccc(=O)oc2)cc1OC
  i	i	i	i	i	i	i	-3	i	i	i
#4 NNC(=O)c1sccc1OCc1ccc(F)cc1
  i	i	i	i	i	i	i	-8	i	i	i
#5 O=C(c1sc2cc(Cl)ccc2c1Cl)N1CCN(CCc2ccccn2)CC1
  i	i	i	i	i	i	i	-12	i	i	i
#6 COc1cc2ncnc(NCc3ccccc3C)c2cc1OC
  i	i	i	i	i	i	i	-7	i	i	i
#7 Cc1cccc(C)c1OCC(=O)N(Cc1ccco1)C1CCS(=O)(=O)C1 (centres undefined)
  i	i	i	i	i	i	i	-8	i	i	i
#8 CCC(=O)c1ccc(OC(=O)N2CCOCC2)cc1
  i	i	i	i	i	i	i	-8	i	i	i
#9 Cc1cc(NC(=O)CSc2nnc(-c3ccc(Br)o3)n2Cc2ccccc2)no1
  i	i	i	i	i	i	i	-7	i	i	i
#10 Fc1ccc(-c2csc3ncnc(N4CCN(c5ccccc5)CC4)c23)cc1
  i	i	i	i	-13*	i	i	-6	i	i	-10*
#11 O=C(c1cc2c(s1)CCCC2)N1CCN(S(=O)(=O)c2ccccc2C(F)(F)F)CC1
  i	i	i	i	i	i	i	-7	i	i	i
#12 COc1ccc(S(=O)(=O)N2CCC(C(=O)Nc3nnc(C)s3)CC2)cc1OC
  i	i	i	i	i	i	i	-12	i	i	i
#13 O=C(NCCc1ccccc1)C1CCCN(c2cnccn2)C1 (centres undefined)
  i	i	i	i	i	i	i	-11	i	i	i
#14 c1ccc2c(C[C@@H]3CNCCN3CC3CCCCC3)cccc2c1
  i	i	i	i	i	i	i	-17	i	i	i
#15 Cc1ccnc(NC(=O)CCC(=O)N(CC(=O)NCc2ccccc2)Cc2ccc(F)cc2)c1
  i	i	i	i	i	i	i	-11	i	i	i
#16 C#CCOCCOCCOCCNc1nc(N2CCN(C(=O)[C@H]([C@@H](C)CC)n3cc([C@@H](N)CC(C)C)nn3)CC2)nc(N2CCN(C(=O)[C@H](Cc3ccc(O)cc3)n3cc([C@@H](N)C(C)CC)nn3)CC2)n1 (some centres undefined)
  i	i	i	i	i	i	i	-7	i	i	i
#17 C=CCNc1scc(-c2ccccc2)[n+]1CC=C
  i	i	i	i	i	i	i	-7	i	i	i
#18 O=C(CC12CC3CC(CC(C3)C1)C2)NCC(=O)N1CCc2ccccc2C1
  i	i	i	i	i	i	i	-4	i	.	i
#19 Clc1cccc(-c2ccc(/C=N/n3cnnc3)o2)c1Cl
  i	i	i	i	i	i	i	-9	i	i	i
#20 COc1ccccc1CNC(=O)[C@H](C)NC(=O)[C@@H]1Cc2ccccc2CN1
  i	i	i	i	i	i	i	-9	i	i	i
#21 CCCSC1=C(C#N)C2(CCCCC2)C(C#N)=C(N)N1
  i	8*	i	i	i	i	i	-30	i	i	i
#22 Cc1nn(-c2ccc(F)cc2)c2sc(C(=O)N3CCCCCC3)cc12
  i	i	i	i	i	i	i	-9	i	i	i
#23 N=c1sccn1CC(=O)Nc1cccc(S(N)(=O)=O)c1
  i	i	i	i	i	i	i	-8	i	i	i
#24 O=c1c2sc(-c3ccccc3)cc2nc2n1CCC2
  i	i	i	i	i	i	i	-11	i	i	i
#25 C#CCOC(=O)C[N+](C)(C)CC=C
  i	i	i	i	i	i	i	-6	i	i	i
#26 CCCn1c(SCC(=O)Nc2nc3c(s2)CCCC3)nc2c1c(=O)n(C)c(=O)n2C
  i	i	i	i	i	i	i	-6	i	i	i
#27 Clc1ccccc1CONc1ncnc2nonc12
  i	i	i	i	i	i	i	-2	i	i	i
#28 O=C(Cc1cccs1)N1CCN=C1SCc1ccccc1F
  i	i	i	i	i	i	i	-14	i	i	i
#29 Cc1ccccc1NC(=O)NC1CCCc2ccccc21 (centres undefined)
  i	i	i	i	i	i	i	-9	i	i	i
#30 COc1ccc(CN2CCNC(=O)C2CC(=O)NC2CCCCCC2)cc1C (centres undefined)
  i	i	i	i	i	i	i	-8	i	i	i
#31 CC(=O)c1ccc(OCCCC(=O)NC2=NCCS2)cc1
  i	i	i	i	i	i	i	-17	i	i	i
#32 CCOC(=O)c1ccccc1Nc1cc(C)nc2nc(C)nn12
  i	i	i	i	i	i	i	-6	i	i	i
#33 CC1CCN(CC(O)COc2ccc(C(=O)c3ccccc3)cc2)CC1 (centres undefined)
  i	i	i	i	i	i	i	-8	i	i	i
#34 O=C1c2ccccc2C(=O)N1Cc1nc2ccccc2o1
  i	i	i	i	i	i	i	-4	i	.	i
#35 CC1(C)CC(=O)C(N=Nc2ccc(S(=O)(=O)N3CCOCC3)cc2)=C(O)C1
  i	i	i	i	i	i	i	-14	i	i	i
#36 CCc1nc2ccc(C(=O)N(C)CC(=O)Nc3ccc(Cl)c(C(F)(F)F)c3)cc2nc1CC
  i	i	14*	i	i	i	i	-13	i	i	i
#37 CCn1c2ccccc2c2cc(NC(=O)c3cccc(OC)c3OC)ccc21
  i	i	i	i	i	i	i	-9	i	i	i
#38 COc1cccc(NC(=O)Cc2ccc(C)cc2)c1
  i	i	i	i	i	i	i	-12	i	i	i
#39 CS(=O)(=O)c1ccc2nc(N)sc2c1
  i	i	i	i	i	i	i	-8	i	i	i
#40 Cc1ccc(N2CCN(S(=O)(=O)c3ccc4c(c3)NC(=O)C(C)C(=O)N4)CC2C)cc1 (centres undefined)
  i	i	i	i	i	i	i	-9	i	i	i
#41 CC1(C)Cc2nc3nc(SCC(=O)Nc4ccccc4)nc(N)c3cc2CO1
  i	i	i	i	i	i	i	-3	i	i	i
#42 COCn1ccnc1C(O)(c1ccc(OC)cc1)c1ccc(OC)cc1
  i	i	i	i	i	i	i	-10	i	i	i
#43 CC1=C(C#N)C(/C=N/OCc2ccc(F)cc2Cl)CC(=O)N1 (centres undefined)
  i	i	i	i	i	i	i	-7	i	i	i
#44 COc1ccc(N2CCN(C(=S)Nc3cccc(C)c3C)CC2)cc1
  i	i	i	i	i	i	i	-7	i	i	i
#45 O=[N+]([O-])c1cccnc1SCc1ccccc1
  i	i	i	i	i	i	i	-12	i	.	i
#46 COC(=O)[C@H]1C[C@H]1[C@@H](NC(=O)c1cccnc1)c1ccccc1
  i	i	i	i	i	i	i	-11	i	i	i
#47 CC(C)NC(=S)Nc1c(N)[nH]c(=O)[nH]c1=O
  i	i	i	i	i	i	i	-13	i	i	i
#48 CC(C)C[C@H](NC(=O)C1CCN(S(=O)(=O)c2ccccc2)CC1)C(=O)NCc1ccccn1
  i	i	i	i	i	i	i	-6	i	i	i
#49 Cc1ccc(NC(=S)N(Cc2cccs2)Cc2cc3cc(C)cc(C)c3[nH]c2=O)cc1
  i	i	i	i	i	i	i	-9	i	i	i
#50 CC1(NC(=O)C2CCN(C(=O)Nc3ccccc3)CC2)CCS(=O)(=O)C1 (centres undefined)
  i	i	i	i	i	i	i	-14	i	i	i
#51 CCOCCCNC(=O)c1cc(Sc2nnc(C)s2)nc2ccccc12
  i	i	i	i	i	i	i	-11	i	i	i
#52 N#Cc1c(-c2ccccc2)nc(SCC(=O)Nc2ccc(OC(F)(F)Cl)cc2)[nH]c1=O
  i	i	i	i	i	i	i	-2	i	i	i
#53 C=CCn1c(O)c2ccc(C(=O)N=NC(=O)COc3ccc(OC)cc3)cc2c1O
  i	i	i	i	i	i	i	-8	i	i	i
#54 COc1ccccc1-n1c(SCC(=O)Nc2ccccc2C)nc(O)cc1=O
  i	i	i	i	i	i	i	-8	i	i	i
#55 COc1cccc(-n2nc(C(=O)N3CCN(Cc4ccccc4)CC3)c3ccccc3c2=O)c1
  i	i	i	i	i	i	i	-16	i	i	i
#56 COc1ccc(N2CCN(C(=O)NCc3cccc(OC)c3)CC2)cc1
  i	i	i	i	i	i	i	-6	i	i	i
#57 CS(=O)(=O)c1ccc(CNC(=O)[C@]2(C(F)(F)F)C[C@H](CCc3ccccc3)CCCO2)cc1
  i	i	i	i	i	i	i	-13	i	i	i
#58 COc1ccc(N2CCN(c3oc(Cc4cccc5ccccc45)nc3C#N)CC2)cc1
  i	i	i	i	i	i	i	-6	i	i	i
#59 Cc1ccc2nc(N3CCN(C(=O)c4ccco4)CC3)c3nncn3c2c1
  i	i	i	i	i	i	i	-9	i	i	i
#60 CC(C)[C@H](NC(=O)c1cccc(CN(Cc2ccccc2)C(=O)c2ccccc2)c1)C(=O)O
  i	i	i	i	i	i	i	-8	i	i	i

Additional results follow.
Each structure is followed by: MrgX1 agonist	KCNQ1 inh	MrgX1 PAM	RGS4 act	KCNK9 inh	KCNQ1 act	TMEM16A inh	hERG rescue	RGS4 block	TMEM16A act	KCNK3 block
#61 COc1ccc(Cc2nnc(SCC(=O)Nc3ccc(C)cc3C)[nH]c2=O)cc1
  i	i	i	i	i	i	i	-13	i	i	i
#62 Cc1cc(C)nc(Sc2ccc([N+](=O)[O-])cc2[N+](=O)[O-])n1
  i	i	i	i	i	i	i	-9	i	i	i
#63 Cc1ccc(N(CC(=O)N2CCN(Cc3ccccc3)CC2)S(C)(=O)=O)cc1C
  i	i	i	i	i	i	i	-15	i	i	i
#64 CCOc1ccc(Nc2nc(Cc3nnc(SCC(=O)O)o3)cs2)cc1
  i	i	i	i	i	i	i	4	i	i	i
#65 CCN(CC(=O)Nc1c(F)cccc1F)C(=O)c1ccc(C(F)(F)F)cc1
  i	i	8.1*	i	-7.9*	i	i	-1	i	i	i
#66 COc1cccc(CN(c2ccc3c(c2)CCC3)S(=O)(=O)c2ccc(-n3cnnn3)c(OC)c2)c1
  i	i	i	i	i	i	i	-12	i	i	i
#67 C=CCn1c(C(C)NC(=O)CCC)nc2ccccc21 (centres undefined)
  i	i	i	i	i	i	i	-9	i	i	i
